# Assay outcomes (PubChem)
# APJ ag – agonists of human APJ apelin receptor. CHO-K1 APJ PathHunter beta-arrestin, luminescence; 0% DMSO wells, 100% apelin. P35414. activation, % at 20 µM. 330,000 tested, 0.11% active;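 active means activation more than six SD over the plate average, tested at 20 µM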;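 further: 0% = DMSO alone and 100% = apelin-13 at 10 nM; some results filed as inactive read as strong as hits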
# Target sequence (P35414 whole entry, looked up): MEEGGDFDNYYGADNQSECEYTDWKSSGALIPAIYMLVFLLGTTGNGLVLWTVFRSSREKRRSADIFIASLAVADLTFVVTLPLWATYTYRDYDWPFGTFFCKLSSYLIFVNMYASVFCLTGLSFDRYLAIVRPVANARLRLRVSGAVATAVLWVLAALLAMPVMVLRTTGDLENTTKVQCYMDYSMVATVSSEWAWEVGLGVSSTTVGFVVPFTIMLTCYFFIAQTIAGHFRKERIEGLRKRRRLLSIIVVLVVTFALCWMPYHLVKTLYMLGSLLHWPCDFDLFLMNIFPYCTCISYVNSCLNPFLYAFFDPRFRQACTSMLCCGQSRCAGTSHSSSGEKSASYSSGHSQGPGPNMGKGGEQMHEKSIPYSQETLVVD
#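 Test system – PathHunter CHO-K1 APJ (AGTRL-1) beta-arrestin reporter cells · Input – 1000 cells/well · Compound – single test compound dose, 20 µM final, 1% DMSO · Times – compound stimulation 90 min at 25 °C, detection 60 min · Technique – beta-gal luminescence · Read-out basis – APJ–arrestin association signal · Control set – negative DMSO alone, positive Apelin-13 at 10 nM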
# UBC13 inh – blocks human UBC13 polyubiquitin chain formation | P61088 | TR-FRET | inhibition, % at 20 µM | 330,000 tested, 0.47% active | AID 485273; in the data active means inhibition above about 45%, passing the limit was not always enough
# Target sequence (P61088 whole entry, looked up): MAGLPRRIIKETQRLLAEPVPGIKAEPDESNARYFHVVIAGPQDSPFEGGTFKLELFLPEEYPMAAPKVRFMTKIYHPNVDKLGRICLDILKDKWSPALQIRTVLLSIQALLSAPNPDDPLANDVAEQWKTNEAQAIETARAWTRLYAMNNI
# APJ antagonist – blocks the human apelin receptor APJ | CHO-K1 APJ beta-arrestin complementation, luminescence | inhibition, % at 20 µM | 330,000 tested, 0.32% active;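 active means inhibition above about 40% at 20 µM, limit read from the data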;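 further: cells challenged with 10 nM apelin-13 agonist together with compound; plate controls were apelin-13 plus DMSO wells for no effect and DMSO wells lacking apelin-13 for full effect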
# An asterisk follows results filed as active. An excerpt; rates above refer to the full screens.
Molecule | APJ ag | UBC13 inh | APJ antagonist
Cc1ccc(C)c(C(C)NC(=O)C2C3CCC(O3)C2C(=O)O)c1 (stereo not given) | -2 | -2 | 19
Cc1nc2ccccc2n1CCc1nc2c3ccccc3nc(SCC#N)n2n1 | 3 | 5 | -9
COc1ccccc1NC(=O)Nc1nnc(CC(=O)Nc2ccccc2)s1 | -3 | 0 | -3
COC(=O)CCC(=O)OC1(C)C(=O)C2=CN(CCN3CCOCC3)C(c3ccc(OC)cc3)=CC2=C(Br)C1=O (stereo not given) | 21 | -69 | -155
COc1ccc(-n2nnc3c(SCC(=O)Nc4ccc5c(c4)OCCO5)ncnc32)cc1 | 1 | 2 | 10
CCOc1ccccc1Nc1nc(-c2sc(NC(=O)c3ccc([N+](=O)[O-])cc3)nc2C)cs1 | -2 | -60 | 19
Cc1noc(C(=O)Nc2ccc(Cl)cc2)c1Cl | 0 | -2 | 12
C#CCOCCOCCOCCNc1nc(N2CCN(C(=O)[C@H](Cc3ccc(O)cc3)n3cc([C@@H](N)C(C)CC)nn3)CC2)nc(N2CCN(C(=O)[C@H](Cc3cc4ccccc4[nH]3)n3cc([C@@H](N)Cc4ccc(O)cc4)nn3)CC2)n1 (stereo not given in full) | 6 | 78* | 13
O=C(O[C@@H]1Cc2c(O)cc(O)cc2O[C@@H]1c1cc(O)c(O)c(O)c1)c1cc(O)c(O)c(O)c1 | 14 | 5 | -8
Cc1ccc2oc(=O)c3cc(C(=O)N4CCN(C(=O)c5ccco5)CC4)sc3c2c1 | -2 | -3 | -53
Cn1c(=O)c(C(=O)COC(=O)c2cc(C(F)(F)F)nc3c(C(F)(F)F)cccc23)c(N)n(CC2CC2)c1=O | 5 | -16 | -42
Cc1cccc(NC(=O)CSc2nc(C)c(Cc3ccccc3)c(=O)[nH]2)c1C | -1 | -3 | -4
CC(=O)OC[C@]12CC[C@H]3[C@@](C)(CC[C@H]4C(C)(C)CCC[C@]34C)[C@@H]1C[C@@H](C1=CC(=O)O[C@@H]1OC(C)=O)O2 | -1 | -8 | 7
O=C(COc1ncnc2scc(-c3ccccc3)c12)NCCN1C(=O)CSC1=O | 0 | -4 | -6
COc1ccc(C2C3=C(Nc4ncnn42)c2ccccc2CC3)cc1OC (stereo not given) | -1 | -5 | -1
Cn1c(=O)c2[nH]c(SCc3ccccn3)nc2n(C)c1=S | -1 | 1 | 4
COC(=O)[C@@H]1CC[C@H](C)[C@@H](c2ccc(C)cc2)N1C(=O)c1ccc(/C=N/OC[C@@H](O)[C@H]2O[C@@H]3OC(C)(C)O[C@@H]3[C@H]2O)cc1 | 0 | 0 | 15
O=C1NN(c2ccccc2)C(=O)/C1=C/c1cccs1 | -4 | -27 | 26
COc1ccc(O[C@H]2C=C[C@@H](c3ccccc3)O[C@@H]2CO/N=C(\C)CCC(=O)OC[C@H]2O[C@H](c3ccccc3)C=C[C@@H]2Oc2ccc(OC)cc2)cc1 | -3 | -22 | 6
CC1=C(C(=O)Nc2ccc(Cl)cc2)C2(CCCCC2)C(C(N)=O)C(=S)N1 (stereo not given) | -3 | 6 | -9
CC(C)(C)c1ccc(/C=N/NC(=S)Nc2cccnc2)cc1 | -5 | -10 | 32
Nc1ccc(C(=O)Oc2ccc([N+](=O)[O-])cc2)c(O)c1 | -2 | -4 | 0
c1coc(-c2nnc(-c3ccc4c(c3)OCO4)o2)c1 | 2 | 23 | -6
Cc1cc(C(=O)COC(=O)c2ccc(Br)o2)c(C)n1Cc1ccco1 | -3 | -5 | -1
COc1ccc2cc(C(c3nnnn3C(C)(C)C)N3CCc4ccccc4C3)c(=O)[nH]c2c1 (stereo not given) | 2 | -11 | -29
CCC(=O)N1CCc2cc(Br)cc(S(=O)(=O)Nc3c(C)n(C)n(-c4ccccc4)c3=O)c21 | -3 | -5 | 7
CN(C)S(=O)(=O)c1cccc(NC(=O)c2cnccn2)c1 | -1 | -2 | 8
Cc1ccc(NC(=O)c2ccc(OCc3c(C)noc3C)cc2)cc1 | 0 | -11 | -18
COc1ccc(-c2cnnc(N/N=C/C(C)=C/c3ccccc3)n2)cc1 | -1 | -4 | -5
COc1cc2nc(N(C)CCCNC(=O)C3CCCO3)nc(N)c2cc1OC (stereo not given) | 5 | 17 | 18
CC(C)NCCCCOc1ccccc1-c1ccccc1 | -5 | 12 | 16
COc1ccc2oc(=O)c(C(=O)OCC(=O)c3ccc([N+](=O)[O-])cc3)cc2c1 | -2 | -6 | -35
COc1cccc(-n2c(CN3CCN(Cc4ccccc4)CC3)nc3ccc([N+](=O)[O-])cc3c2=O)c1 | 2 | -12 | -10
COc1ccc(C(=O)N(C)Cc2ccccc2)cc1Br | -1 | -4 | 5
N#CC1=C(N)N2C(=C(C#N)C1c1ccccc1)Sc1ccccc12 (stereo not given) | 0 | -18 | -8
Clc1ccc(Cn2c(CN3CCCC3)nc3ccccc32)cc1 | -3 | 7 | 5
ONc1cccnc1-n1nc(C(F)(F)F)cc1C(F)(F)F | 3 | -49 | -8
CCOc1cccc(/C(O)=C2/C(=O)C(=O)N(CCN3CCOCC3)C2c2ccncc2)c1 (stereo not given) | 0 | -8 | -5
COc1ccccc1/C=C/C=N/NC(=O)c1ccc2nc[nH]c2c1 | -2 | -23 | -14
Cc1sc(NC(=O)CN(C)C2CCCCC2)nc1-c1ccc2c(c1)CCN2S(=O)(=O)c1ccccc1 | 2 | -6 | 10
CCOC(=O)CSc1nc2ccc(N3CCOCC3)cc2c(=O)n1Cc1ccc2c(c1)OCO2 | 2 | -8 | -31
Cc1ccc2c(=O)n3c(nc2c1)C(Cc1ccc(O)cc1)NC(=O)c1ccc(Cl)cc1-3 (stereo not given) | -3 | -17 | 14
C/C(N)=C(/C#N)C(=O)COC(=O)c1cc(-c2ccccc2)nc2ccc(Br)cc12 | -4 | -1 | 22
CC1CCc2sc(C(=O)N=Nc3c(O)[nH]c4ccccc34)cc2C1 (stereo not given) | -3 | -1 | 5
Cc1sccc1C1C(C#N)=C(N)SC(N)=C1C#N | -2 | 13 | 10
Cc1ccc2c(c1)-n1c(nc3cc(F)ccc3c1=O)C(Cc1ccc(O)cc1)NC2=O (stereo not given) | -3 | -3 | -4
CC1(C)Oc2ccc3ccc(=O)oc3c2/C(=C/NCCN/C=C2\C(=O)C(C)(C)Oc3ccc4ccc(=O)oc4c32)C1=O | 1 | -3 | 9
Cc1c(Cl)cccc1Nc1ncccc1C(=O)OCC(O)CO (stereo not given) | -5 | 3 | 8
N=c1oc2cc(O)ccc2cc1C(=O)Nc1ccccn1 | 4 | 4 | -50
Cc1ccc(S(=O)(=O)n2c3ccc(F)cc3c3nc(C)sc32)cc1 | -1 | -4 | 15

# The list goes on:
Molecule | APJ ag | UBC13 inh | APJ antagonist
O=C(Nc1cc(Cl)cc(Cl)c1)C(NCCCO)c1ccccc1 (stereo not given) | -4 | 13 | 6
O=C(NCCN1C(=O)S/C(=C\c2cccs2)C1=O)c1ccc(=O)[nH]c1 | -1 | -5 | -1
Nc1c(S(=O)(=O)c2cccc(Cl)c2)c2nc3ccccc3nc2n1/N=C/c1ccc(O)c(O)c1 | 3 | -23 | 7
COc1ccc(COC(=O)c2ccc3c(=O)n4c(nc3c2)CCC4)cc1F | -1 | 2 | 10
O=C(NCCc1ccccc1)c1ccncc1 | 2 | -10 | 1
O=C(O)COc1ccc(-c2nccc(-c3cccs3)n2)cc1 | 2 | 6 | 13
CCS(=O)(=O)C1=NN2C(=N)/C(=C\c3ccc(OC(=O)c4ccco4)c(Br)c3)C(=O)N=C2S1 | -1 | 4 | -3
N#CC1=C(N)C(C#N)(C#N)C(c2cccnc2)C2CCCC=C12 (stereo not given) | -6 | 8 | 8
O=C1Nc2ccccc2N2CCCC12 (stereo not given) | -3 | -35 | 5
C#CCOCCOCCOCCNc1nc(N2CCN(C(=O)C([C@@H](C)CC)n3cc(C(N)CC(C)C)nn3)CC2)nc(N2CCN(C(=O)[C@H](CCCCN)n3cc(C(N)COC(=O)C(F)(F)F)nn3)CC2)n1 (stereo not given in full) | 1 | 34 | 8
Nc1[nH]n2c(=O)cc(-c3ccccc3)nc2c1N=Nc1ccc2c(c1)OCO2 | -5 | -82 | 37
CCOc1ccc(NC(C)C(=O)N/N=C/c2ccc([N+](=O)[O-])cc2)cc1 (stereo not given) | 0 | 3 | -16
Cc1cc2oc(=O)cc(Cn3nnc(-c4ccc(Cl)cc4)n3)c2cc1C(C)C | -5 | 28 | -6
CCCCCCC(=O)N(O)C1CC(=O)N(c2ccccc2)C1=O (stereo not given) | -1 | 1 | 2
CN(C)S(=O)(=O)c1cc(NC(=O)c2cc(=O)[nH]c3ccccc23)ccc1Cl | 0 | 10 | 9
O=c1c2c(nc3nc(NCc4ccccc4Cl)[nH]n13)CCC2 | 0 | -7 | 8
Cc1ccc(NC(=O)N(Cc2cccs2)Cc2cc3cc4c(cc3[nH]c2=O)OCO4)cc1 | -1 | -14 | -5
Cc1ccc(S(=O)(=O)N(CC(=O)NCCSCc2ccco2)c2ccc(F)cc2)cc1 | 1 | 6 | 3
O=C(NCCNC1CCN(Cc2ccccc2)CC1)c1cccs1 | 0 | 4 | 2
NC(=O)N=Nc1c(O)[nH]c2c(Br)cc(Br)cc12 | -3 | -39 | 2
COc1cc2c(C(=O)Nc3ccc4c(c3)OCO4)cn(CC(C)C)c(=O)c2cc1OC | 4 | 0 | -8
CC(=O)N1CCN(c2ccc(NC(=S)NC(=O)/C=C/c3ccccc3)cc2)CC1 | 1 | -6 | 14
O=C(COC(=O)c1ccccc1NS(=O)(=O)c1cc([N+](=O)[O-])ccc1Cl)c1ccccc1 | 3 | -8 | -12
CCOc1cc(CNc2ccc3c(c2)CCC3)ccc1OC | -5 | -6 | 12
Cc1nnc(NC(=O)CSc2ccc(-c3ccccn3)nn2)s1 | -2 | -4 | 3

# Next structures follow.
# Below each compound: APJ ag, UBC13 inh, APJ antagonist
COC(=O)c1ccc(C(=O)OC)c(N)c1
  -1, 16, -1
CN(C)c1ccc(CNc2nc3ccccc3s2)cc1
  -1, 8, 3
COc1ccc(CCNC(=O)C(NS(=O)(=O)c2ccc3c(c2)CCN3C(C)=O)C(C)C)cc1OC (stereo not given)
  -3, 11, 15
O=S(=O)(c1ccccc1)N1CCN(c2nc(-c3cccs3)nc3ccccc23)CC1
  1, 7, -16
Cc1ccc(C(=O)N2CCN(c3ncnc4c(-c5ccccc5)nsc34)CC2)cc1
  -1, 10, -4
O=C(CCC(=O)N(CC(=O)NC1CCCC1)Cc1ccc2c(c1)OCO2)Nc1nccs1
  0, 6, 17
CNCCCCOc1ccccc1Cc1ccccc1
  8, 14, 0
COc1nc(NC(C)=O)nc(C)c1Br
  -3, 5, 0
COC(=O)c1ccc(NC(=O)c2ccc3c(c2)NC(=O)C2CCCN32)cc1 (stereo not given)
  0, -33, 6
Cc1ccc(S(=O)(=O)Nc2c(Cl)c(Cl)c(O)c3ccccc23)cc1
  5, -17, -23
Fc1cccc(-n2c(-c3cccs3)nc3nc4ccccc4nc32)c1
  -2, 20, -19
COc1ccc(-c2[nH]n(-c3ccc([N+](=O)[O-])cc3)c(=O)c2C=NCCN2CCNCC2)cc1
  -1, 27, 27
N#Cc1c(-c2ccccc2Cl)cc(-c2ccccc2)[nH]c1=S
  -3, 3, 1
CC(NC(=O)c1cc(-c2ccccc2)nc2ccccc12)C1CCCO1 (stereo not given)
  -3, -6, 10
COc1ccc(C(=O)/C(=C\c2sccc2C)c2nc3ccccc3o2)cc1
  -4, 4, 10
COC(=O)c1cc(CNC(=O)c2cccc(Cl)c2Cl)ccc1OC
  -4, 6, -2
CC(=O)[C@@H]1[C@@H]2C(=O)N(c3ccc(F)c(Cl)c3)C(=O)[C@@H]2C2c3ccccc3C=CN21 (stereo not given in full)
  -3, -18, -10
COc1ccc2cc(/C(C)=N/NC(=S)Nc3cc(S(=O)(=O)N4CCOCC4)ccc3N3CCOCC3)ccc2c1
  -2, 6, -11
C#CCOCCOCCOCCNc1nc(N2CCN(C(=O)[C@H](Cc3ccc(O)cc3)n3cc([C@@H](N)C(C)CC)nn3)CC2)nc(N2CCN(C(=O)[C@H](CCCCN)n3cc([C@@H](N)CC(C)C)nn3)CC2)n1 (stereo not given in full)
  13, 58*, -3
CC(C)(C)c1ccc(O)c(N)c1
  -1, -5, 30
COC(=O)c1c(NC(=O)CN2CCC(C)CC2)c2c(C)cccc2n1C
  -2, -10, -9
O=C(NC(=S)Nc1ccc2c(c1)C(=O)c1ccccc1C2=O)c1ccc(F)cc1
  -2, -74, 26
